Screening results: PubChem, several laboratories
H9c2 protect = cardioprotection against H2O2-induced cell death, primary screen, uHTS, H9c2 cells, ATPLite luminescence. protection from H2O2 cell death, % at 20 µM. hit rate 0.63% among 360,000. H9c2 cardiomyocytes, H2O2 injury protection, 2 h;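 active = compounds giving at least 50% protection of heart cells from peroxide-induced death in the single-dose screen, raw or plate-pattern-corrected value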;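 also: 0% = DMSO wells with peroxide and 100% = DMSO wells without peroxide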
Vif imaging = HIV Vif self-association inhibitors, primary screen, imaging, HEK293T, single point | HEK293T cells, Vif self-association by quenched fluorescence, 24 h | inhibition, % at 7.49 µM | hit rate 0.35% among 340,000; in the data active = inhibition above about 50%, passing the limit was not always enough; inconclusive = no clear call, values can overlap the other calls; inactive = below about 31%; also: some results filed as inactive read as strong as hits
PDI turbidity = inhibitors of human PDI, primary screen, biochemical, turbidity, single point, plate reader. PDI insulin aggregation turbidity, A650, 90 min. inhibition, % at 10 µM. hit rate 0.052% among 350,000. AID 588391, 2011;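 active = mean inhibition across replicates of 30% or more, whatever share of single replicates reach that level; inconclusive = mean inhibition below 30% while every single replicate reaches 30%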;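 also: absorbance from insulin aggregation driven by PDI reduction with DTT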
aDG glyco act = activators of alpha-DG glycosylation, primary screen, uHTS, Pro5-aDG cells, AlphaScreen. alpha-DG glycosylation AlphaScreen (IIH6); 0% Pro5, 100% B10-LARGE cell signal. hit rate 0.22% among 360,000. activation, % at 10 µM;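 active = activation of at least 8% versus controls, or a plate z-score of at least 8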;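 also: Pro5 are CHO cells carrying HIG-tagged alpha-DG that lacks glycosylation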
CaV13 FRET inh = Disruptors of the CACNA1D IQ motif to Ca2+-dependent inactivation inhibitor domain association, primary screening, Förster resonance energy transfer in intact living …; HEK cells, CFP/YFP FRET ICDI-IQ, plate reader, 10 min; percent FRET-ratio fall versus neutral wells; inhibition, % at 12.3 µM; hit rate 0.098% among 340,000;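 active = mean replicate inhibition of at least 30% and at least 1% of replicates passing that level; inconclusive = only one of the two criteria is met; inactive = neither criterion is met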;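 also: 0% = median of the neutral control wells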
MC4R antag cAMP = MC4R antagonists of cAMP signaling, primary screen, cell-based, TR-FRET, antagonist arm of biased-ligand search | inhibition, % at 6.5 µM | MC4R-expressing cells, MTII-stimulated cAMP, LANCE TR-FRET | Melanocortin receptor 4 (Homo sapiens), P32245 | hit rate 0.48% among 360,000;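 active = inhibition above its plate's cutoff, the mean of tested wells on that plate plus 3 SD, cut at about 29% in these data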;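 also: 0% = Melanotan II alone and 100% = Melanotan II plus saturating MCL0020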
Target sequence (P32245 whole entry, looked up): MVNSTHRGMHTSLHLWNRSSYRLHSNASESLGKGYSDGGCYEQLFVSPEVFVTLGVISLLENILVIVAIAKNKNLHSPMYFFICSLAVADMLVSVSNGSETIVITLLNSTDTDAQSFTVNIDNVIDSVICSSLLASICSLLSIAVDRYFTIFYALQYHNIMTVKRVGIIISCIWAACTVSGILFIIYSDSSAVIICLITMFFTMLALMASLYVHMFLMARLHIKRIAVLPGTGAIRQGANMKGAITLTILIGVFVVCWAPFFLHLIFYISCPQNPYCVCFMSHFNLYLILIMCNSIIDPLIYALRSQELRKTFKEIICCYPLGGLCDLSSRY
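System: U2OS cells stably expressing human melanocortin 4 receptor (MC4R). Reagent: Melanotan II challenge after compound preincubation. Doses: 6.5 µM. Times: 30-min compound, 1-h challenge, 1-h detection, room temperature. Measured by: TR-FRET with Eu-cAMP and labeled anti-cAMP, 671 nm. Replicates: singlicate.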
m5-HT2A agonist = mouse Htr2a agonists via beta-arrestin recruitment, primary screen, cell-based, luminescence. 5-hydroxytryptamine receptor 2A (Mus musculus), P35363. hit rate 0.66% among 360,000. AID 624169, 2012. activation, % at 7.6 µM. CHO-K1 mHTR2A beta-arrestin complementation; percent of 30 µM serotonin response;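 active = activation above a run cutoff, the mean activation of all tested compounds plus 3 SD, cut at about 14% in these data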;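 also: 0% = plate median of compound wells and 100% = 30 µM serotonin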
Target sequence (P35363 whole entry, looked up): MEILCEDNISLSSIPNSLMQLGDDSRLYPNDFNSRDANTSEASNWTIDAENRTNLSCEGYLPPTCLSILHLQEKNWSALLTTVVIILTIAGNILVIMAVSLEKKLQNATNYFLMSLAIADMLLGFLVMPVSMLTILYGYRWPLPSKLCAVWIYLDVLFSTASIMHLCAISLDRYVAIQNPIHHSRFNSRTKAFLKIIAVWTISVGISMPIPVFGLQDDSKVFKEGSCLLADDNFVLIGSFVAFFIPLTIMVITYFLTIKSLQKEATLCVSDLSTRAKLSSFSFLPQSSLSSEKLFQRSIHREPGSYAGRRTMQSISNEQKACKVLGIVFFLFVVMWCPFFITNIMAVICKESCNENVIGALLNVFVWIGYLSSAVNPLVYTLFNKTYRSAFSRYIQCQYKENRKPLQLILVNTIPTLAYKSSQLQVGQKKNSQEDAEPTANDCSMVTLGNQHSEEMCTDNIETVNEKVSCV
N-glyco inh = increase of ERlucT glycosylation luciferase signal, primary screen, N-linked glycosylation inhibitor project, D54 ERlucT cells, luminescence, set 2. D54 ERlucT glycosylation luciferase reporter, 24 h; percent of 100 nM tunicamycin response. reporter increase, % at 12.5 µM. hit rate 0.23% among 360,000. AID 588692, 2011;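 active = mean luciferase reporter signal, scaled so untreated is 0 and the glycosylation-blocking control 100, at or above a set limit in every replicate; inconclusive = mean reaches the limit but not every replicate does; inactive = mean below the limit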;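 also: luciferase carries N-glycosylation sites so blocking glycosylation raises the light; 0% = median of neutral control wells and 100% = median of 100 nM tunicamycin wells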
ABCB6 inh 2 = ABCB6 transporter inhibitors, primary screen, K562-ABCB6 cells, flow cytometry, MLPCN library; ATP-binding cassette sub-family B member 6 (Homo sapiens), Q9NP58; K562-ABCB6 porphyrin accumulation, 1 h; hits give low values; fluorescence ratio to DMSO, % at 10 µM; hit rate 0.19% among 360,000;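 active = fluorescence ratio to DMSO below 75%, the collection mean minus 3 SD; inconclusive = too few cells collected in the well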;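 also: signal is porphyrin accumulated inside mitochondria; 100% equals median channel fluorescence of DMSO control wells; lower ratio means ABCB6 inhibition with less porphyrin fluorescence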
MC4R barr agon = MC4R agonists recruiting beta-arrestin, primary screen, cell-based, luminescence, agonist arm of biased-ligand search | Melanocortin receptor 4 (Homo sapiens), P32245 | U2OS MC4R beta-arrestin complementation; percent of melanotan II response, DMSO zero | activation, % at 8.9 µM | hit rate 0.98% among 360,000;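 active = activation above a per-plate cutoff, the mean activation of sample wells on that plate plus 3 SD, cut at about 8% in these data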
* marks the source's active call; other numbers are inactive results; ? = inconclusive; . = no result given. Rows were taken by chance; 3.6% or so of the library scored in one or more.

SMILES	H9c2 protect	Vif imaging	PDI turbidity	aDG glyco act	CaV13 FRET inh	MC4R antag cAMP	m5-HT2A agonist	N-glyco inh	ABCB6 inh 2	MC4R barr agon
CC(Sc1ccc2ccccc2c1)C(=O)NC(N)=O (centres undefined)	-4	-12	-6	0.0	-3	9	-2	1	94	0.5
CCOc1ccc(OCCCC(=O)N(C)CC(=O)Nc2ccc(N3CCOCC3)cc2)cc1	0	.	-6	-0.1	-3	6	4	-1	94	2.7
CN(C)c1ccc(-c2csc(C(O)c3ccc(F)c(F)c3)n2)cc1 (centres undefined)	-21	-5	2	0.1	-4	2	-2	2	95	-1.3
Cc1cccc(S(=O)(=O)NC(=O)C2(C)CCN2C(=O)c2ccccc2)c1 (centres undefined)	3	-5	4	0.3	-5	14	6	0	100	1.1
COc1ccc(-c2ncnc(C(F)(F)F)c2-c2csc(C)n2)c(O)c1	-4	-6	4	0.1	-6	2	-1	0	99	-1.2
Cc1ccc(C(=O)N/C(=C/C=C\c2ccccc2)C(=O)NCc2ccco2)cc1	5	2	-10	-0.5	-5	-3	-3	-1	100	-2.7
CCc1cccc2c1NC(=O)C21N2CCCC2C(C(=O)c2ccc3ccccc3c2)C12C(=O)Nc1ccccc12 (centres undefined)	-17	-2	-32	0.0	-4	8	6	2	103	4.8
Cc1cc2ncn(CC3CC3(Cl)Cl)c2cc1C (centres undefined)	-6	3	1	-0.4	-4	2	1	-1	95	-0.5
CCCC(=O)Nc1ccccc1NC(=O)c1ccc(OCC)c(OCC)c1	-2	-11	2	-0.2	2	1	5	0	105	1.1
Cc1ccc(F)c(CNC(=O)C2CCC(=O)N(Cc3ccccn3)C2)c1F (centres undefined)	-1	15	7	0.1	-5	0	-3	0	94	0.1
CC1CCC(N(C)C(=O)CN2C(=O)NC(c3ccccc3)(c3ccccc3)C2=O)CC1 (centres undefined)	2	19	-2	-0.1	-6	2	0	-2	94	0.7
COc1ccc(CNC(=O)CS(=O)(=O)Cc2nc(-c3ccc(OC)cc3)oc2C)cc1	5	-6	1	0.0	-3	9	-2	0	93	-2.2
CC(C)Oc1ccc(N2CC(C(=O)Nc3ccc4c(c3)OCO4)CC2=O)cc1 (centres undefined)	-16	8	.	0.0	-2	12	-2	1	99	-0.2
O=C(Nc1cc(F)ccc1F)C1CCN(S(=O)(=O)c2cccc3nonc23)CC1	4	24	4	-0.1	-8	5	-3	-1	98	-0.3
COCCN(C(=O)COC(=O)CNC(=O)c1ccc(C)cc1)c1c(N)n(Cc2ccccc2)c(=O)[nH]c1=O	8	3	-7	-0.1	-5	7	2	0	96	-0.6
C=CCCC(=O)N1C[C@H]2CON(C)[C@H]2C[C@H]1c1cccc(Nc2ccccc2)c1	9	.	5	-0.2	-3	0	3	1	102	-0.9
O=C(c1ccc(OC2CCN(Cc3ccccc3OC(F)F)CC2)cc1)N1CCCC1	-3	2	-1	0.9	-7	13	-1	-1	103	0.5
O=C(Cn1ccc([N+](=O)[O-])n1)N1CCc2ccccc21	-1	9	-6	0.0	-6	7	1	2	104	-1.4
O=c1[nH]c2ccccc2n1C1CCN(CCOc2ccccc2)CC1	5	-4	-7	1.1	-6	3	-1	-3	99	-0.1
CC(Oc1ccc(Cl)cc1)c1ccnc(N)n1 (centres undefined)	-7	-3	-2	0.0	-5	8	2	0	105	1.3
CCOc1c(Br)cc(CNC2CCCCCCC2)cc1OC	-15	-2	-8	0.5	-4	4	-1	0	92	-0.1
CC(C)(C)NC(=O)CN(C(=O)CCC(=O)Nc1nccs1)c1ccccc1F	8	5	-4	-0.2	-2	10	5	4	97	12*
COc1ccc(/C=N/Nc2ccccn2)cc1OC	-8	6	-2	0.0	-4	-4	-2	0	99	0.0
Cc1ccccc1NC(=O)NCCCN1CCCC1	-3	1	-1	0.0	-8	-10	1	3	82	-1.1
CCn1c(CS(=O)Cc2ccc(Cl)cc2Cl)nnc1SCc1c(Cl)cccc1Cl (centres undefined)	-4	-13	2	0.6	-8	-1	3	-1	93	1.3
O=C(CCNC(=O)c1ccc([N+](=O)[O-])cc1)Nc1ccc(F)c(F)c1F	2	-5	4	0.1	-3	32*	-5	3	98	-1.0
Cc1cn([C@H]2C[C@H](O)[C@@H](/C=C/C(=O)NCCc3ccc4c(c3)OCO4)O2)c(=O)[nH]c1=O	2	7	.	0.0	-4	.	-2	1	101	.
COc1ccc(-c2csc(NCc3ccco3)n2)cc1C	-15	5	-3	0.0	.	-1	-4	1	104	-0.9
N#CCN(N=Nc1ccccc1)c1ccccc1	-10	-1	-6	-0.1	-4	5	9	3	97	-0.9
COc1ccc2cc(C(=O)N3CCCC(Nc4ccc(F)cc4)C3)n(C)c2c1 (centres undefined)	2	-7	-2	0.3	-3	4	-1	0	95	-0.2
Cc1ccc(S(=O)(=O)N2CCN(C3CC(=O)N(CCc4ccccc4)C3=O)CC2)cc1C (centres undefined)	-3	.	-6	0.1	-5	12	-2	-1	101	3.0
Cc1nn(Cc2c(Cl)cccc2Cl)c(C)c1N	18	3	0	-0.4	-5	-2	1	-1	95	-1.1
O=S1(=O)CC(N2CC=CC2)CN1Cc1cn(Cc2ccc(F)cc2)nn1 (centres undefined)	.	.	.	-0.2	-4	.	2	.	93	.
COc1cc(C)nc(N(C)S(=O)(=O)c2ccccc2Cl)n1	-15	-4	3	0.2	.	4	-4	-4	93	-1.0
COc1ccc(CC(C)N2CCN(c3ccccc3OC)CC2)cc1OC (centres undefined)	7	7	2	0.0	-8	-2	-5	-1	96	1.2
CCn1cc(/C=N/N=C2\CCC3C4CCc5cc(O)ccc5C4CC[C@]23C)c(C)n1 (some centres undefined)	1	-26	4	-0.1	-5	24	2	0	115	2.1
O=C(NCCCCCCCCNC(=O)c1cccc2ccccc12)c1cccc2ccccc12	-2	7	-6	0.6	-9	4	-1	-3	88	1.7
O=C(CCNC(=O)c1ccc(Cl)cc1)NC1CCCCCC1	1	19	-1	0.0	-3	3	6	-1	97	-2.0
COCCn1c(N2CCCC2)nc2c1c(=O)[nH]c(=O)n2C	6	-4	1	0.1	-2	1	3	1	98	0.5
CCC(=O)c1ccc(OCC(=O)Nc2ccc3c(c2)OCCO3)cc1	0	-3	13	0.2	-3	4	4	-1	97	-0.1
COc1cccc(CNC(=O)C2CCN(C(=O)N(C)C)CC2)c1	4	-9	-2	-0.2	.	-3	9	1	100	-2.0
COc1cc2c(cc1OC)/C(=C/c1ccc(Br)cc1)C(=O)OC2	4	8	1	0.4	-10	-15	-4	-1	93	0.1
COCCNC(=S)N/N=C/c1ccc(OCc2ccc(C(=O)OC)cc2)cc1	1	1	-3	0.9	-1	-9	1	-2	90	0.4
CNc1nc(Cl)nc2ncn(C)c12	1	-7	-1	0.0	-5	-2	2	-1	105	-0.1
CCOC(=O)c1sc(NC(=O)CC2OC(=O)c3ccccc32)nc1C (centres undefined)	12	.	6	-0.2	-5	3	-2	0	102	-2.6

Looked up above.
O=C(CCNC(=O)c1ccc(Cl)cc1)NC1CCCCCC1 in ABCB6 inh 2 → 97
CCn1cc(/C=N/N=C2\CCC3C4CCc5cc(O)ccc5C4CC[C@]23C)c(C)n1 (some centres undefined) in PDI turbidity → 4

(more compounds)
SMILES	H9c2 protect	Vif imaging	PDI turbidity	aDG glyco act	CaV13 FRET inh	MC4R antag cAMP	m5-HT2A agonist	N-glyco inh	ABCB6 inh 2	MC4R barr agon
CN(NC(=O)c1ccccc1Cl)c1ncc(C(F)(F)F)cc1Cl	5	10	-6	-0.1	-4	2	-3	-2	99	-1.1
CCNS(=O)(=O)c1ccc2c(c1)n(C)c(=O)n2C	2	-2	9	-0.2	-5	0	2	0	87	-1.1
CC(=O)c1c(O)cc(C)n(Cc2ccccc2)c1=O	3	.	10	-0.1	-7	-1	9	-1	96	1.5
Fc1ccccc1Cc1nnc2n1N=C(c1ccc(Cl)cc1)CS2	-8	-3	16	0.0	-1	9	3	-4	93	-0.1
Cc1ccc2c(c1)N(CC(=O)NCCCN1CCN(C)CC1)C(=O)CO2	-8	11	-9	-0.1	-3	1	5	2	101	0.0
CCc1cc(=O)oc2cc(OCC(N)=O)c(Cl)cc12	-9	.	-4	0.6	-5	-4	0	5	84	-0.7
CC(C)(C)c1nnc(NC(=O)c2cccnc2Cl)s1	6	-4	-4	0.0	-3	2	4	1	97	-3.6
CC1=C(C(=O)N2CCCCCC2)CC(CC(=O)NCCN2CCOCC2)C(=O)N1Cc1ccccc1 (centres undefined)	0	.	.	4.3	-6	.	-4	1	99	.
Cc1ccccc1C(=O)Nc1sc(C)c(C)c1C(=O)c1ccccc1	-7	7	0	-0.2	-8	7	-6	-7	99	-0.6
Nc1nc(-c2ccc3c(c2)CCC(=O)N3)cs1	5	12	-2	0.1	?	5	3	3	100	-2.0
COc1cc(NC(=O)C2CCCCC2)c(OC)cc1NC(=O)c1ccccc1	4	-10	10	0.1	-1	3	8	-4	105	-1.4
O=C(Oc1cccc(N2C(=O)CCC2=O)c1)c1ccccc1	0	-3	4	-0.1	-5	-4	-4	2	101	0.3
Cc1cc(C)n(-c2c(F)c(F)c(COC(=O)c3ccccc3)c(F)c2F)n1	-5	4	-3	-0.1	-5	5	2	2	102	4.7
Cc1ccc(NC(=O)CSc2nnc(Cn3cnc4ccccc43)o2)cc1	12	3	14	0.0	.	2	8	1	99	-0.6
COc1ccc(/C=C2\SC(=O)N(CCNC(=O)CN3C(=O)NC4(CCCC4)C3=O)C2=O)cc1	0	9	3	-0.1	-2	3	2	0	97	-1.6
Cn1c2c(c(=O)n(C)c1=O)C(c1ccc(Br)cc1)Nc1ccccc1O2 (centres undefined)	51*	-6	-1	0.6	-3	-45	-2	-2	96	-1.1
CCc1cc2c(NCCO)ncnc2s1	-4	9	-9	-0.1	-3	7	-2	0	95	-1.2
CCOC(=O)c1c(C)[nH]c(C(=O)COC(=O)CNC(=O)c2ccc(Cl)cc2Cl)c1C	-7	8	1	-0.4	-3	14	2	1	99	3.1
Fc1cccc(Cl)c1CSc1ccc(-c2cccnc2)nn1	0	-12	-2	0.2	-6	21	-4	0	94	3.4
